PTHR1 ag: activates the human parathyroid hormone receptor PTHR1; HEK293 GP2 PTHR1 cells, GloSensor cAMP luminescence, 1 h; AID 743266; actives 0.075% (n = 410,000); Potency, µM (titrated, usually from 115 µM), without a hit: at the top dose activation, actives largely listed as activators; Q03431; note: potency is the fitted concentration of half-maximal effect; nearly all actives have a fitted effect of over 55% in size; some results filed as inactive show a strong effect at the top dose; inactives centre near -15; many of its hits are not listed in these tables
Target sequence (Q03431 whole entry, looked up): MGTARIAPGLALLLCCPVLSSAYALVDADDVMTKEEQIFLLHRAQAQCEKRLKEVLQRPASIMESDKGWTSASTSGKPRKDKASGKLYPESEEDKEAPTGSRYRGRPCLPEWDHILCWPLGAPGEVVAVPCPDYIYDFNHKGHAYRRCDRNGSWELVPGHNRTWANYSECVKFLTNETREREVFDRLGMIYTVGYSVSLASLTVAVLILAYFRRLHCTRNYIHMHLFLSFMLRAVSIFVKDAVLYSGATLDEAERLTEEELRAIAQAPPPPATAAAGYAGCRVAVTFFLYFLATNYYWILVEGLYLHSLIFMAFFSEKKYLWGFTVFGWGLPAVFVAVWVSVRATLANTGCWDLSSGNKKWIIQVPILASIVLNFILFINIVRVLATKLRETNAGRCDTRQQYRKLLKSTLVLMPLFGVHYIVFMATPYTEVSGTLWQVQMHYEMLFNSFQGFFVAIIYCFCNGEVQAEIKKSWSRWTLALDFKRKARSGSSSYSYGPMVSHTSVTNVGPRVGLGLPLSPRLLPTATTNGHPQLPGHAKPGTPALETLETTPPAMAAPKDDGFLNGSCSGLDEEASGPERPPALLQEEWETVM
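HEK-293-derived GP2 cells expressing PTHR1 and a GloSensor cAMP reporter, 3,000/well, plated overnight, given luciferin plus IBMX (each 0.5 mM as added) for 1 h at 37 °C, then compound for 1 h at 37 °C. Luminescence was read after 15 min at room temperature.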
MmCpn inh: inhibitors of Methanococcus maripaludis chaperonin (MmCpn); purified Mm-Cpn ATPase, ADP Transcreener TR-FRET; Potency, µM (titrated, usually from 76.9 µM), for inactives: at the top dose activity, negative = inhibition, most hits filed as inhibitors; actives 0.031% (n = 330,000); note: potency is the fitted concentration of half-maximal effect; % is set by controls: 0 for no effect and ±100 for the full control effect; nearly all actives have a fitted effect of over 80% in size
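Purified archaeal Mm-CPN (25nM final) preincubated 10 min at 37degC with compound, then 10uM ATP for 30 min at 37degC; ADP measured by HTRF Transcreener TR-FRET; buffer 30 mM TRIS pH 7.4, 100mM KCl, 5mM MgCl2, 1mM DTT.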
aSyn rescue: rescues yeast growth from alpha-synuclein toxicity; AID 652106; Yeast expressing alpha-synuclein, growth rescue, BacTiter-Glo, 24 h; Potency, µM (series often up to 46.1 µM), inactives show top-dose growth rescue (activation), hits mostly activators; actives 0.14% (n = 370,000); note: potency is the fitted concentration of half-maximal effect; % of control where 0% means no effect; nearly all actives have a fitted effect of over 65% in size
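Readout is rescue of growth in alpha-synuclein-expressing yeast, so inhibitors of toxicity appear as activators. Growth after 24 hr at 30 deg C in galactose medium is quantified by luminescence.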
pAkt inh: Akt phosphorylation inhibition. actives 0.32% (n = 360,000). Neuro2A IGF-stimulated pAkt S473 HTRF, 20 min; hits give low values. activity change, % for hits at 50 µM; in the data active = activity change below about -80%; inconclusive = mostly about -51% to -80%; note: % is set by controls: 0 for no effect and ±100 for the full control effect
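Neuro2A cells in DMEM with 0.5% FBS, overnight at 37 deg C, given compound at single 50 µM final, then IGF (6 nM final) for 20 min at 37 deg C. Lysed; phospho-Akt Ser473 by HTRF after 24 h, 665/615 ratio.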
FUS yeast rescue: FUS proteinopathy suppression in yeast | S. cerevisiae FUS-expressing, growth rescue, OD600, 24 h | actives 0.24% (n = 390,000) | Potency, µM (top dose mostly 76.6 µM), for inactives: at the highest dose growth rescue (activation), hits mostly activators;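 note: potency is the fitted concentration of half-maximal effect; plate controls were DMSO vehicle for no effect and reference control for full effect; nearly all actives have a fitted effect of over 55% in size; some results filed as inactive show a strong effect at the top dose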
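Yeast FUS proteinopathy model; galactose-induced FUS (2%), starting OD 0.005. Cpds in dilution series, 24hr, 30C, 99% humidity. Abs 600 nm growth. Pos ctrl CP55940 (top 92uM final); neg ctrl DMSO.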
GLP1R inv ag: inverse agonists of human GLP-1 receptor. P43220. HEK293 GLP-1R CRE-luciferase, luminescence, 24 h; GLP-1R form is constitutively active. Potency, µM (doses to about 38.3 µM), for inactives: at the top dose activity change, negative = inhibition, actives largely listed as inhibitors. actives 1.6% (n = 410,000); note: potency is the fitted concentration of half-maximal effect; % is set by controls: 0 for no effect and ±100 for the full control effect; nearly all actives have a fitted effect of over 55% in size
Target sequence (P43220 whole entry, looked up): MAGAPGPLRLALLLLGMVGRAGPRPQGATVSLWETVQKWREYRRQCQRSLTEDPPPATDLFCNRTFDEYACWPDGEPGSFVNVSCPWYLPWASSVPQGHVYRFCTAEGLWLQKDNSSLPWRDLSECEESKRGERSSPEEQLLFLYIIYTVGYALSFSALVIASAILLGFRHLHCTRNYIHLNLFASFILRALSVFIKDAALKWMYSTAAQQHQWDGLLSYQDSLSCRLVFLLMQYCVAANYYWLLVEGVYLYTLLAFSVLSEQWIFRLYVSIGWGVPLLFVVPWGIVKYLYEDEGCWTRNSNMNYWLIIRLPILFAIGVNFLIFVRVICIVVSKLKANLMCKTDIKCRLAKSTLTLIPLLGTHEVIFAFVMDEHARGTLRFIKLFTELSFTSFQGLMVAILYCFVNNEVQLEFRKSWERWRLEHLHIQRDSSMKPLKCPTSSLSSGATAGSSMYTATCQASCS
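GLP-1R inverse agonism mode: basal reporter luminescence in engineered HEK293 cells measured after one day of compound exposure at 37 deg C, with a 12 min room-temperature detection step.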
Abeta yeast res: compounds reversing amyloid beta toxicity in yeast | Potency, µM (series often up to 46.1 µM), for inactives: at the top dose growth rescue, hits mostly activators | actives 0.063% (n = 410,000) | yeast expressing A-beta42, growth rescue, OD600, 48 h; response scale: 0% DMSO, 100% iron-clioquinol control; note: potency is the fitted concentration of half-maximal effect; nearly all actives have a fitted effect of over 55% in size
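Yeast growth medium received pinned compounds, then yeast cells expressing toxic A-beta were added; plates incubated at 30 C for 48 hr. Growth read as absorbance at 600 nm, normalized to DMSO and equimolar FeCl3 plus clioquinol controls.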
HEK293 tox: cytotoxic in the GLP-1 receptor inverse agonist counter-screen. actives 0.13% (n = 410,000). Potency, µM (highest dose often 38.3 µM), for inactives: top-dose activity change, negative = inhibition, hits mostly inhibitors. HEK293 cAMP-luciferase reporter cells, luminescence, 24 h;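 note: loss of luciferase light is scored as toxicity; potency is the fitted concentration of half-maximal effect; % is set by controls: 0 for no effect and ±100 for the full control effect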
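Step one: seed cells (200 cells/uL, DMEM with 10% Nu serum, 1% pen-strep). Step two: 12-hour incubation at 37 deg C. Step three: pin 23 nL compound, incubate 24 hr. Step four: add luciferase reagent, read luminescence 12 min later.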
TDP43 rescue: TDP-43 toxicity inhibition in yeast; TDP-43 expressing yeast growth rescue, BacTiter-Glo, 24 h; Potency, µM (highest dose often 46.1 µM), for inactives: at the top dose growth rescue (activation), actives largely listed as activators; actives 1.8% (n = 410,000); AID 652104; note: potency is the fitted concentration of half-maximal effect; % of control where 0% means no effect; nearly all actives have a fitted effect of over 50% in size
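Cell-based yeast growth screen: TDP-43 expression induced in galactose, inoculum OD600=0.02 after raffinose pregrowth to mid-log. Read-out BacTiter-Glo luminescence at 24 hr, 30 deg C; inhibition of toxicity seen as signal increase.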
Active calls of the source: *; i = inactive; ? = inconclusive; . = no result given; [ ] = remark or other dose. Unless noted, calls come from the whole dose curve; as a rule, active = well fitted curve in the direction sought with a large enough effect; inconclusive = small, poorly fitted or top-dose-only effect, or another doubt; inactive = no such curve, though single readings can be large; an effect the other way counts as inactive or inconclusive. A portion of the library (hit frequency here may not be typical).

SMILES	PTHR1 ag	MmCpn inh	aSyn rescue	pAkt inh	FUS yeast rescue	GLP1R inv ag	Abeta yeast res	HEK293 tox	TDP43 rescue
CC(=O)Nc1ccc(S(=O)(=O)N2CCn3cccc3C2C)cc1 (stereo not drawn)	-11%	-6%	-2%	i	13%	12%	-6%	11%	14%
COc1ccc(-c2nc(C)c(CCNC(=O)c3ccc(C(F)(F)F)cc3)s2)cc1OC	-11%	.	5%	.	-22%	7%	-5%	3%	0%
O=C(c1ccc(C(F)(F)F)cc1)N1CCC(=O)N(C(COCc2ccc(Cl)cc2)Cc2ccccc2)CC1 (stereo not drawn)	-65%[inhibitor]	1%	?	i	?	?	5%	-17%	2%
CN1CCc2c(sc(/N=C/c3cc(Cl)ccc3O)c2C#N)C1	-19%	0%	-10%	i	17%	-1%	-20%	-4%	-22%
COc1cc(C(=O)NC2CCCC(C)C2C)ccc1OCC(=O)N1CCOCC1 (stereo not drawn)	i	2%	5%	i	-2%	7%	1%	-7%	15%
COc1ccc(N(CC(=O)NCc2ccc(Cl)cc2)S(=O)(=O)c2c(C)noc2C)cc1	0%	-2%	-2%	i	19%	-12%	-9%	-8%	3%
CN(C)S(=O)(=O)c1cccc(COC(=O)C2=COCCO2)c1	i	0%	-4%	i	15%	0%	-9%	-3%	-15%
Cc1ccc(CNC(=O)C2CCCCN2S(=O)(=O)c2ccccc2)cc1 (stereo not drawn)	-5%	0%	6%	i	-2%	?	-23%	3%	23%
CSc1nc(Cl)cc(Nc2ccc(O)cc2)n1	-20%	1%	-3%	i	-3%	1%	-10%	-4%	?
Cc1c(Br)cccc1NC(=O)C1(C)CCN1CCc1ccccc1 (stereo not drawn)	-11%	.	7%	i	-25%	?	1%	5%	4%
COCCN(C(=O)COC(=O)c1ccccc1NCc1ccco1)c1c(N)n(Cc2ccccc2)c(=O)[nH]c1=O	-7%	-10%	4%	i	34%	-18%	3%	-17%	3%
CCn1ccnc1CN(C)Cc1c(C(=O)N2C[C@@H](C)O[C@@H](C)C2)nc2ccc(Cl)cn12	-32%[inhibitor]	-4%	0%	i	.	15%	4%	-22%	-13%
CCCCS(=O)(=O)C(=C1Nc2ccccc2N1)S(=O)(=O)CCCC	-12%[57.5 µM]	0%	3%	i	5%	?	-11%	-8%	-12%
O=C(Cn1cnc2c(cnn2-c2ccc(F)cc2)c1=O)NCc1ccco1	1%[57.5 µM]	-21%	4%	i	-10%	?	-5%	-25%	-3%
O=S(=O)(Nc1cccc(-n2cnnn2)c1)c1cc(Cl)ccc1Cl	-18%	0%	2%	i	-24%	-2%	7%	-6%	21%
CN(C1CCCCC1)S(=O)(=O)c1ccc2c(c1)c(=O)c(C(=O)O)cn2C	10%	.	-6%	i	-9%	16%	-4%	9%	-21%
COc1ccccc1N(CC(=O)NC(C)C)S(=O)(=O)c1cccs1	-21%	0%	0%	i	.	7%	2%	-10%	-4%
CCOc1cc2[nH]c(=O)n(CCC(=O)NCCc3ccccc3)c(=O)c2cc1OCC	-5%	3%	-9%	i	-10%	0%	-5%	-12%	7%
COc1ccc(Cc2nnc(SCC(=O)NC3CCCCC3)n2C)cc1	i	5%	1%	i	-11%	7%	-3%	-15%	-9%
CCOc1cccc(C(=O)Nc2cnn(Cc3ccccc3)c2)c1	i	3%	7%	i	-3%	10µM*	22%	-10%	7%

Next part; the last 2 above are carried over.
SMILES	PTHR1 ag	MmCpn inh	aSyn rescue	pAkt inh	FUS yeast rescue	GLP1R inv ag	Abeta yeast res	HEK293 tox	TDP43 rescue
COc1ccc(Cc2nnc(SCC(=O)NC3CCCCC3)n2C)cc1	i	5%	1%	i	-11%	7%	-3%	-15%	-9%
CCOc1cccc(C(=O)Nc2cnn(Cc3ccccc3)c2)c1	i	3%	7%	i	-3%	10µM*	22%	-10%	7%
Fc1cc(F)cc(NC(=S)NN2CCOCC2)c1	i	-1%	-2%	i	.	-4%	5%	24%	-3%
CCN(CC(=O)Nc1ccc(NC(C)=O)cc1)C(=O)/C=C/c1cn(-c2ccccc2)nc1-c1cccs1	-3%	-12%	4%	i	?	-25%	10%	-10%	22%
O=C(NC(=S)N1CCN(c2ccc([N+](=O)[O-])cc2)CC1)c1ccco1	-46%	-1%	10%	i	4%	-5%	2%	?	18%
Cc1[nH]nc2c1C1(CCOC1C)C(C#N)=C(N)O2 (stereo not drawn)	-24%[57.5 µM]	.	-9%	i	-13%	-20%	5%	3%	-15%
CCOC(=O)N1CCN(CC(O)COCc2ccc(OC)c(OC)c2)CC1 (stereo not drawn)	-4%	-1%	-11%	i	.	14%	0%	-6%	7%
O=C(CSC1CC(=O)N(c2ccc(C(=O)O)cc2)C1=O)Nc1ccc(Cl)cc1 (stereo not drawn)	i	1%	-4%	i	0%	0%	-20%	-3%	-1%
CC(C)NC(=O)Cn1cnc2c(cnn2-c2ccc(F)cc2)c1=O	i	0%	8%	i	-19%	-11%	0%	-12%	-3%
CCOC(=O)c1c(N2C(=O)Nc3ccccc3N2O)n[nH]c1-c1cccc(OC)c1	-29%	-1%	1%	i	-4%	28%	26%	5%	20%
C=CCSc1nnc2nc3[nH]c4c(C)cccc4c3nn12	i	0%	2%	i	-1%	13%	3%	1%	15%
O=C(Nc1cccc(S(=O)(=O)N2CCCCCC2)c1)C1CCC1	-38%[inhibitor]	-3%	2%	i	0%	-30%	19%	13%	22%
CC(=O)Nc1nnc(SCc2cc(=O)c(OC(=O)c3ccccc3)co2)s1	-7%	0%	4%	i	18%	-12%	-5%	-1%	-6%
COc1ccc(C(=O)N2c3ccc(F)cc3CCC2C)cc1OC (stereo not drawn)	-26%[57.5 µM]	-1%	3%	i	22%	?	-13%	-19%	15%
Cc1cc(NC(=O)COC(=O)[C@@H](NS(=O)(=O)c2ccc(Br)cc2)C(C)C)no1	-2%	1%	4%	i	3%	?	4%	-8%	-5%
COC(=O)N/N=C/c1ccccc1Cl	-12%	-6%	1%	i	4%	2%	0%	1%	10%
Cc1cccc(C)c1NC(=O)C[n+]1cc(-c2ccccc2)n2c1CCC2	-10%	-1%	-2%	i	6%	14%	14%	-2%	-7%
O=S(=O)(Cc1ccccc1)N1CCCCC1	-14%[57.5 µM]	-2%	0%	i	16%	3%	2%	1%	1%
CC(/C=N/NC(=O)c1nnn(-c2nonc2N)c1CN1CCCCC1)=C\c1ccccc1	3%	-2%	-3%	i	-1%	?	5%	-3%	6%
O=C(CCN1C(=O)c2ccccc2C1=O)NCCCn1ccnc1	-17%	0%	-9%	i	-21%	5%	0%	4%	-16%
CN(Cc1ccccc1)Cc1nc2c(c(=O)n(C)c(=O)n2C)n1Cc1ccc(F)cc1	i	2%	0%	i	20%	?	-2%	-6%	11%
O=C(NC(=S)N1CCN(C/C=C/c2ccccc2)CC1)c1ccc(F)cc1	-4%	?	0%	i	38%	?	-1%	-73%	14%
Cc1ccc(SCCC(=O)NCC2CCCO2)cc1 (stereo not drawn)	-19%	1%	-3%	i	12%	-2%	-15%	-3%	-1%

Some of these compounds in order of number of heavy atoms, ascending.
SMILES	PTHR1 ag	MmCpn inh	aSyn rescue	pAkt inh	FUS yeast rescue	GLP1R inv ag	Abeta yeast res	HEK293 tox	TDP43 rescue
COC(=O)N/N=C/c1ccccc1Cl	-12%	-6%	1%	i	4%	2%	0%	1%	10%
O=S(=O)(Cc1ccccc1)N1CCCCC1	-14%[57.5 µM]	-2%	0%	i	16%	3%	2%	1%	1%
Fc1cc(F)cc(NC(=S)NN2CCOCC2)c1	i	-1%	-2%	i	.	-4%	5%	24%	-3%
Cc1ccc(SCCC(=O)NCC2CCCO2)cc1 (stereo not drawn)	-19%	1%	-3%	i	12%	-2%	-15%	-3%	-1%
C=CCSc1nnc2nc3[nH]c4c(C)cccc4c3nn12	i	0%	2%	i	-1%	13%	3%	1%	15%
CC(C)NC(=O)Cn1cnc2c(cnn2-c2ccc(F)cc2)c1=O	i	0%	8%	i	-19%	-11%	0%	-12%	-3%
O=C(NC(=S)N1CCN(c2ccc([N+](=O)[O-])cc2)CC1)c1ccco1	-46%	-1%	10%	i	4%	-5%	2%	?	18%
Cc1cccc(C)c1NC(=O)C[n+]1cc(-c2ccccc2)n2c1CCC2	-10%	-1%	-2%	i	6%	14%	14%	-2%	-7%
CCOC(=O)N1CCN(CC(O)COCc2ccc(OC)c(OC)c2)CC1 (stereo not drawn)	-4%	-1%	-11%	i	.	14%	0%	-6%	7%
Cc1cc(NC(=O)COC(=O)[C@@H](NS(=O)(=O)c2ccc(Br)cc2)C(C)C)no1	-2%	1%	4%	i	3%	?	4%	-8%	-5%
CCOC(=O)c1c(N2C(=O)Nc3ccccc3N2O)n[nH]c1-c1cccc(OC)c1	-29%	-1%	1%	i	-4%	28%	26%	5%	20%
CC(/C=N/NC(=O)c1nnn(-c2nonc2N)c1CN1CCCCC1)=C\c1ccccc1	3%	-2%	-3%	i	-1%	?	5%	-3%	6%
